Tn6 DDE FP – DD(E)-Tn6 binding inhibition, primary FP screen. P02675. Fibrin DD(E) TRITC-Tn6 fluorescence polarization displacement. inhibition, % at 8.3 µM. actives 0.21% (n = 370,000). AID 720509;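 active = inhibition above a per-campaign cutoff: mean of compounds within control limits plus 3 SD, cut at about 15% in these data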;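 note: 0% = median of all compound wells on the plate and 100% = blocking peptide control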
Target sequence (P02675 whole entry, looked up): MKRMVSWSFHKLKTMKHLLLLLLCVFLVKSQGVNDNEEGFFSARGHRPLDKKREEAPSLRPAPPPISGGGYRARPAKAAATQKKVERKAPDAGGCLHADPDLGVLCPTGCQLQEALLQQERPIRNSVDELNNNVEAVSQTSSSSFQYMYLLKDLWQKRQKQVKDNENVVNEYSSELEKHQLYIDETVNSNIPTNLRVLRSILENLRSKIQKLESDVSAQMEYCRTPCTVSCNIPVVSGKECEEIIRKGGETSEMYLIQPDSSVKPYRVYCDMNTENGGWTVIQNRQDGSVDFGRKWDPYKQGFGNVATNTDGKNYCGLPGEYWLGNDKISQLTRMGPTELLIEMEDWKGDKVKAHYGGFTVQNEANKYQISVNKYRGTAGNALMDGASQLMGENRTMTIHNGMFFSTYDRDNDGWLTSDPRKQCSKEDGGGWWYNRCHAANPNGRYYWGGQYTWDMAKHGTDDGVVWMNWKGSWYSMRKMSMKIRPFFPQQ
sPLA2-III inh – Inhibits HGIII-sPLA2 liposome hydrolysis, primary screen | QFRET BODIPY PC-A2 liposome hydrolysis, fluorescence | inhibition, % at 12.2 µM | Q9NZ20 | actives 0.56% (n = 370,000) | AID 743126;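 active = inhibition above mean plus 3 SD of compounds lying within the high and low control bounds, cut at about 19% in these data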;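 note: 0% = median of test compound wells and 100% = no enzyme DMSO wells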
ADAM10 inh – inhibits human ADAM10; recombinant ADAM10, EDANS/DABCYL FRET peptide cleavage, 3 h; inhibition, % at 7 µM; actives 0.62% (n = 370,000);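 active = inhibition above a per-campaign cutoff equal to the mean of compounds falling between control-based bounds plus 3 SD, cut at about 20% in these data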;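 note: 0% = DMSO wells while the 100% control is not disclosed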
ARFGAP1 inh – rat ARFGAP1 inhibition | inhibition, % at 16.5 µM | Arfgap1-stimulated ARF1 GTP hydrolysis, GDP FP detection | actives 0.26% (n = 360,000) | Q62848;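 active = inhibition above a per-plate limit, mean inhibition of low control wells plus 3 SD, cut at about 25% in these data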;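 note: 0% = DMSO wells with enzyme and 100% = wells lacking Arfgap1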
Target sequence (Q62848 1-136 limits assumed): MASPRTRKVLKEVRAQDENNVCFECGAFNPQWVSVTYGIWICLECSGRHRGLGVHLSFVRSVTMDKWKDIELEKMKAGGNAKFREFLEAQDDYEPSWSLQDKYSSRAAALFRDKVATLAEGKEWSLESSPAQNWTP
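Replicates: Single well per compound | Assay system: Truncated rat Arfgap1 GAP domain | Control set: No-Arfgap1 wells (100%) versus DMSO full-reaction wells (0%) | Times: Enzyme reaction 120 min at 25 °C after 20 min preincubation | Reagent: Human ARF1(Δ1-17)-GTP substrate | Measured by: Tracer-displacement fluorescence polarization with EDTA stop, 620/688 nm | Measure: Percent inhibition of Arfgap1-stimulated GTP hydrolysis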
rCAG binder – r(CAG) repeat RNA binding | actives 1.3% (n = 370,000) | TO-PRO-1 dye displacement fluorescence | inhibition, % at 3 µM;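 active = inhibition above the plate cutoff, the mean of all test compounds on that plate plus 3 SD, cut at about 35% in these data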;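 note: 0% = DMSO alone and 100% = 100 µM mitoxantrone as full dye displacement; higher means more dye released from RNA so lower well fluorescence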
ASAP1 inh – inhibitors of human ASAP1 ArfGAP activity | ASAP1-stimulated ARF1 GTP hydrolysis, GDP FP detection | inhibition, % at 16.5 µM | actives 0.19% (n = 360,000) | AID 624377; in the data active = inhibition above about 25%;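 note: 0% = vehicle with enzyme and substrate and 100% = no enzyme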
KLK7 zymogen act – activates the human kallikrein-7 zymogen; P49862; purified proKLK7, EDANS-DABCYL substrate fluorescence; 100% is mature enzyme control, 0% vehicle; activation, % at 7 µM; actives 0.9% (n = 370,000); AID 652039;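 active = activation above the mean of all tested compounds plus 3 SD, computed per campaign excluding outliers beyond control limits, cut at about 13% in these data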
Target sequence (P49862 whole entry, looked up): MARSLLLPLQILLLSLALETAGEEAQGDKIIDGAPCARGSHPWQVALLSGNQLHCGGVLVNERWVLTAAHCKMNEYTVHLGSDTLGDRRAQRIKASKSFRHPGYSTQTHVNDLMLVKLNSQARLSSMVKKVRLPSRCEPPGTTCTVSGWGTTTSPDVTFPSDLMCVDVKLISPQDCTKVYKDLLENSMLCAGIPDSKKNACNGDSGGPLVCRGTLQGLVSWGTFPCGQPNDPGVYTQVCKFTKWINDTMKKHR
GC-A act – GC-A (human) enzyme activation; P16066; HEK293 GC-A cells, cGMP TR-FRET, EC30 ANP; 0% at EC30 ANP, 100% saturating ANP; activation, % at 10 µM; actives 0.14% (n = 370,000); in the data active = activation above about 40%
GC-B act – GC-B (human) receptor activation; HEK293-GC-B cells, CNP EC30, cGMP TR-FRET; 0% at EC30 CNP, 100% saturating CNP; activation, % at 10 µM; actives 0.11% (n = 370,000);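 active = activation at 10 µM reaching about 35% in either raw or pattern-adjusted values, limit read from the data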
FXN GAA850 act – activators of GAA850 frataxin (FXN) promoter. actives 0.56% (n = 360,000). HEK293 lucGAA850 FXN promoter luciferase reporter, 24 h; percent of 10 µM SAHA response. AID 540364. activation, % at 6 µM;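 active = activation above the average of all compounds screened plus 3 SD, cutoff fixed separately per campaign, cut at about 7.5% in these data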;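 note: 0% = DMSO wells and 100% = 10 µM SAHA wells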
The depositor's hits bear a star; i = inactive; x = not tested or not shown.

A first look:
Compound	Tn6 DDE FP	sPLA2-III inh	ADAM10 inh	ARFGAP1 inh	rCAG binder	ASAP1 inh	KLK7 zymogen act	GC-A act	GC-B act	FXN GAA850 act
NC(=O)c1ccc(-n2nnnc2SCC(=O)Nc2ccc(F)cc2)cc1	6	5	0	4	4	-8	-0.2	-1	-8	1.6
CCCCN(C)C(=S)Nc1ccc2nc(N3CCN(CC)CC3)cc(C)c2c1	1	12	-168	3	-4	5	3.4	2	2	-0.9
CCC(=O)N1CCC(C)(C(=O)NCc2ccc(F)cc2)C1 (stereo not drawn)	0	12	-9	0	1	3	-0.4	5	-1	1.1
Nc1nc(N2CCN(Cc3ccccc3)CC2)n[nH]1	2	1	1	6	-2	6	-0.1	-1	0	2.1
CCn1cc(/C=N/NS(=O)(=O)c2ccc(OC)cc2)c(C)n1	2	0	5	4	-2	2	0.1	-1	4	4.6
Cc1ccc(-c2nc(CSCC(=O)NCCN3CCN(Cc4ccccc4)CC3)c(C)o2)cc1	10	-9	-2	-8	-11	-3	0.7	1	0	-2.9
O=C(O)C(Oc1ccc(Cl)cc1)c1ccc(Cl)cc1 (stereo not drawn)	1	3	-1	-16	5	-8	0.4	-3	3	-0.1
COc1ccc2nc(NCc3ccc(OC)c(OC)c3OC)sc2c1	-1	-2	-4	-3	-4	15	0.3	4	-1	3.0

All compounds of this part, previewed entries included:
Compound	Tn6 DDE FP	sPLA2-III inh	ADAM10 inh	ARFGAP1 inh	rCAG binder	ASAP1 inh	KLK7 zymogen act	GC-A act	GC-B act	FXN GAA850 act
NC(=O)c1ccc(-n2nnnc2SCC(=O)Nc2ccc(F)cc2)cc1	6	5	0	4	4	-8	-0.2	-1	-8	1.6
CCCCN(C)C(=S)Nc1ccc2nc(N3CCN(CC)CC3)cc(C)c2c1	1	12	-168	3	-4	5	3.4	2	2	-0.9
CCC(=O)N1CCC(C)(C(=O)NCc2ccc(F)cc2)C1 (stereo not drawn)	0	12	-9	0	1	3	-0.4	5	-1	1.1
Nc1nc(N2CCN(Cc3ccccc3)CC2)n[nH]1	2	1	1	6	-2	6	-0.1	-1	0	2.1
CCn1cc(/C=N/NS(=O)(=O)c2ccc(OC)cc2)c(C)n1	2	0	5	4	-2	2	0.1	-1	4	4.6
Cc1ccc(-c2nc(CSCC(=O)NCCN3CCN(Cc4ccccc4)CC3)c(C)o2)cc1	10	-9	-2	-8	-11	-3	0.7	1	0	-2.9
O=C(O)C(Oc1ccc(Cl)cc1)c1ccc(Cl)cc1 (stereo not drawn)	1	3	-1	-16	5	-8	0.4	-3	3	-0.1
COc1ccc2nc(NCc3ccc(OC)c(OC)c3OC)sc2c1	-1	-2	-4	-3	-4	15	0.3	4	-1	3.0
CN(C(=O)c1ccc2nc(N)sc2c1)c1ccccc1	3	1	3	8	-2	-12	0.4	2	6	0.7
CCCCn1nnc(NC(=O)C(c2ccccc2)c2ccccc2)n1	-2	-7	-2	-4	-3	-2	0.0	1	-3	1.5
C/C(=C\C=C\c1ccccc1)C(=O)c1c(C)cc(C)[nH]c1=O	1	-3	-1	11	-3	7	-0.1	-5	-3	0.7
COc1ccc(N2CCN(C(=O)CSc3ccccc3)CC2)cc1	9	4	5	2	-6	0	-0.5	9	1	-0.1
COc1cccc(CN(C)S(=O)(=O)c2c(C)noc2C)c1OC	3	8	-6	9	-4	-3	0.2	0	1	1.4
CNc1cnc(-c2ccc(C(=O)N3CCOCC3)cc2)cn1	1	3	i	5	2	-6	20*	-2	3	0.9
NC(=NC1CCCCC1)NS(=O)(=O)c1ccccc1	-8	-7	3	8	-1	3	0.1	1	0	-0.4
CS(=O)(=O)N(CC(=O)Nc1ccc(C(N)=O)cc1)C1CCCCC1	-2	4	-2	0	-2	-4	0.1	0	7	-1.2
COc1ccccc1NC(=S)NC(NC(C)=O)C(Cl)(Cl)Cl (stereo not drawn)	-2	3	-6	14	4	-15	0.4	0	3	0.5
COc1ccc(-n2c(SCC(=O)Nc3ccccc3-c3ccccc3)nnc2-c2cccnc2)cc1	-7	-5	-2	x	1	x	-0.2	-13	-15	x
Cc1ccc(N(C(=O)c2csnn2)C(C(=O)NCc2ccccc2)c2cccnc2)cc1 (stereo not drawn)	-1	6	-3	19	1	2	-0.3	4	0	0.6
OCCC1CN(Cc2nc(-c3ccccc3)cs2)CCN1CCc1ccccc1 (stereo not drawn)	0	-17	-7	9	-9	2	-0.8	3	-1	0.8
COc1ccc(CCN(C)CC(=O)Nc2cc(C)nc3ccccc23)cc1OC	5	-3	-1	1	-8	-2	-0.4	2	5	-1.2
O=C(COc1ccc(Br)cc1)N(Cc1ccccc1)c1ccccn1	-6	-13	5	9	-7	-9	0.4	-5	-12	-0.7
Cc1ccc(-c2cc(C(=O)N(C)CC(=O)Nc3ccccc3Br)c3ccccc3n2)o1	4	-14	i	6	5	-14	1.5	6	8	-4.6
COc1ccc(C2CC(c3ccccc3)=NN2c2ccc(N)cc2)cc1 (stereo not drawn)	8	7	-35	-1	13	12	-1.8	2	0	4.3
O=C(NCC1CCCN(Cc2ccc3nonc3c2)C1)c1cccc(C(F)(F)F)c1 (stereo not drawn)	-4	-4	7	9	-3	-6	0.1	0	-3	0.6

A few values from the entries so far.
CNc1cnc(-c2ccc(C(=O)N3CCOCC3)cc2)cn1 in KLK7 zymogen act shows 20*
COc1ccc2nc(NCc3ccc(OC)c(OC)c3OC)sc2c1 in GC-B act shows -1

The list continues:
Compound	Tn6 DDE FP	sPLA2-III inh	ADAM10 inh	ARFGAP1 inh	rCAG binder	ASAP1 inh	KLK7 zymogen act	GC-A act	GC-B act	FXN GAA850 act
CC(NC(=O)c1cc(S(=O)(=O)N(C)C)ccc1N1CCCC1)C1CC2CCC1C2 (stereo not drawn)	-4	6	-13	-7	-6	4	0.2	-2	-5	11*
COC(=O)[C@@]1(Cc2ccc(F)cc2)[C@H]2c3cc(C(=O)N4CCCC4)n(CCO)c3C[C@H]2CN1C(=O)c1ccccc1	-5	-12	-10	2	-5	10	0.9	-3	-4	x
COc1ccccc1C(=O)Nc1nc2nc(-c3ccccc3)cc(=O)n2[nH]1	-1	1	1	8	8	0	0.2	1	4	1.5
COc1ccccc1NC(=O)Cc1ccsc1	5	10	-2	2	-4	2	0.0	1	4	0.1
COC(=O)/C=C(\C)NC(=O)c1ccc(F)cc1	5	7	2	7	3	-2	-0.1	10	-6	-0.2
Cc1ccc(SCCC(=O)N(C)CC(=O)Nc2c(C)cccc2C)cc1	3	0	1	5	-4	-3	0.8	-1	1	-0.2
CCNC(=O)COC(=O)c1cc(-c2ccccc2)nn1-c1ccccc1	-3	-1	2	-7	-6	-5	0.5	-9	-2	0.5
COc1ccccc1N1CCN(C(=O)CSc2nnc(NC(=O)C3CC3)s2)CC1	3	-1	1	-10	-4	1	0.0	0	-4	0.0
CCOc1ccccc1-c1nc2c(s1)CCc1onc(-c3ccc(OC)cc3)c1-2	-1	-9	4	1	4	2	-0.2	5	-3	-0.7
Cc1cccc(-n2c(SCc3ccc([N+](=O)[O-])cc3)nnc2-c2c[nH]c3ccccc23)c1	-1	1	-7	2	1	7	-0.1	-20	-8	-0.5
CC(OC(=O)c1cccc(S(=O)(=O)Nc2cccc(C(F)(F)F)c2)c1)C(=O)Nc1ccc2c(c1)OCCO2 (stereo not drawn)	0	-74	28*	9	37*	2	1.6	3	2	-1.6
Cc1cc(Nc2nc3ccccc3nc2Cl)n(-c2ccccc2)n1	4	0	3	8	0	10	0.1	-6	-4	-3.1
COc1cccc(C(=O)Nc2cccc(-c3ccc(N4CCOCC4)nn3)c2)c1OC	-3	-5	1	2	2	10	0.3	1	7	4.0
COc1cccc(OCc2cc(C(=O)NCc3cnc4ccccn34)no2)c1	-1	-11	-6	17	0	-3	-0.3	1	1	-2.6
Cc1ccc(F)cc1NC(=O)CSCc1nc2sc(C)c(C)c2c(=O)[nH]1	8	3	-24	7	6	5	-2.6	-4	-3	-1.6
C/C=C/CSc1nc2c(c(=O)[nH]c(=O)n2C)n1C(C)C	1	4	0	-7	-2	0	0.7	7	6	4.5
CC(=O)NC(CCS(C)(=O)=O)C(=O)Nc1cc(Cl)ccc1Cl (stereo not drawn)	4	6	-11	4	1	4	-0.5	0	-3	1.9
O=C(NCN1CCc2ccccc2C1)c1cnccn1	-2	4	-6	-3	-3	4	-0.7	-2	7	0.7
Nc1c(C(=O)NCc2ccc3c(c2)OCO3)c2nc3ccccc3nc2n1CCCN1CCOCC1	-2	-17	-387	17	9	34*	-16	-1	-1	-0.7
CSc1nnc2n(C)c3c(c(=O)n12)C1(CCCC1)Cc1ccccc1-3	2	5	-24	1	1	8	-0.5	-7	-3	-0.5
COC(=O)c1ccc(NC(=O)CCN2CCN(CCC(=O)Nc3ccc(C(=O)OC)cc3)CC2)cc1	-2	-7	3	-2	-5	1	0.7	-1	-2	-1.0
O=c1ccc2ccccc2n1Cc1cccc(F)c1	4	6	-7	5	-2	6	0.0	3	-7	1.1
COc1cccc(CNc2cccc(C(F)(F)F)c2)c1O	5	-12	9	-4	0	-2	0.2	-4	2	-0.8
CCOC(=O)c1c(-c2ccc(OC)cc2)oc2cc(Br)c(O)cc12	6	-16	-26	-8	18	-4	-5.5	3	-10	1.3

Source: PubChem
